P. falciparum M1AAP: P. falciparum M1AAP inhibitors, biochemical, fluorogenic H-Leu-NHMec substrate, 1536-well (AID 1445); recombinant M1AAP, H-Leu-NHMec fluorogenic kinetic assay; higher % means a stronger effect; inhibition, % at 30 µM, or IC50 in µM where a hit was titrated; 0.42% of 220,000 active;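 active = primary inhibition above the hit cutoff, then over 50% inhibition at one or more dose response concentrations, cut at about 23% in these data, passing the limit was not always enough; inconclusive = conflicting primary data, or primary hits not chosen for dose response; inactive = low primary inhibition, or under 50% at every dose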;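 also: plate controls were DMSO full reaction for no effect and no enzyme background for full effect; strong numbers were not always called active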
Dynein cargo inh: blocks dynein driven cargo transport along microtubules; z-score, hits read low; 3617.4 mouse cells, GR-EGFP nuclear translocation imaging; test concentration mostly 20 µM; stimulated with dexamethasone, 1 µM; hits give low values; 0.47% of 220,000 active;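 active = plate z-score of nuclear minus cytoplasmic receptor signal below a set negative limit, without overly bright fluorescence or cell loss, cut at about -3.5 in these data, passing the limit was not always enough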;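 also: z-score of nuclear minus cytoplasmic ring GR-EGFP intensity difference per well; some compounds called inactive have numbers as strong as hits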
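Buffer or medium: tetracycline-free induction medium containing charcoal-stripped FBS / Reagent: dexamethasone agonist, 1.0 µM final, for 30 min / Technique: automated 10x imaging of fixed Hoechst-stained cells / Times: induction 48 h, compound 1 h, agonist 30 min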
XIAP displacement: XIAP antagonists, biochemical, IAP family, fluorescence polarization (AID 1018). 0.007% of 200,000 active. one-dose displacement, % at 20 µM; IC50 in µM for titrated hits. XIAP BIR domain, fluorescence polarization peptide displacement; higher % means a stronger effect; in the data active = displacement above about 50%; also: a part of the inactive calls stands beside numbers as strong as those of hits
Siah-1 displacement: Siah-1 peptide-binding antagonists, primary screen, biochemical, fluorescence polarization, rhodamine-plectin, uHTS (AID 1817); Siah-1 / rhodamine-plectin peptide fluorescence polarization; higher % means a stronger effect; displacement, % at 20 µM; hits with a dose series show IC50 in µM; 0.02% of 290,000 active;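 active = displacement of at least 50% at 20 µM, with a fluorescence ratio check between 0.3 and a set limit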;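 also: plate controls were Siah plus tracer with DMSO for no effect and tracer alone without Siah for full effect; strong numbers were not always called active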
M17LAP inhibition: P. falciparum M17LAP inhibitors, primary screen, biochemical, fluorogenic H-Leu-NHMec substrate, 1536-well (AID 1619) | recombinant M17LAP, H-Leu-NHMec fluorogenic kinetic assay; higher % means a stronger effect | inhibition, % at 30 µM, or IC50 in µM where a hit was titrated | 0.38% of 220,000 active;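 active = compound inhibiting the enzyme by more than half at any dose during confirmatory dose-response retesting; inconclusive = strong single-dose inhibitors picked by rank but not retested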;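 also: plate controls were full reaction with DMSO carrier for no effect and no enzyme background for full effect; strong numbers were not always called active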
human PMI inhibitors: MPI inhibition at elevated mannose 6-phosphate – biochemical, fluorescence intensity, high mannose 6-phosphate, primary screen (AID 1220); 0.66% of 190,000 active; recombinant PMI enzyme, coupled fluorescence intensity; higher % means a stronger effect; one-dose inhibition, % at 20 µM; IC50 in µM for titrated hits
human PMI inhibition: inhibitors of human PMI, primary screen, biochemical, fluorescence intensity, coupled assay (AID 1209); purified PMI enzyme, coupled fluorescence intensity; higher % means a stronger effect; inhibition, % at 20 µM; hits with a dose series show IC50 in µM; 0.42% of 190,000 active;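 also: plate controls were DMSO vehicle for no effect and wells lacking substrate for full effect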
LYP inhibition: PTPN22 lymphoid phosphatase activity blockers – biochemical, fluorescence intensity, uHTS (AID 1779); 0.054% of 290,000 active; one-dose inhibition, % at 11.5 µM; IC50 in µM for titrated hits; recombinant LYP phosphatase, fluorescence intensity; higher % means a stronger effect;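 also: plate controls were vehicle with enzyme for no effect and no enzyme for full effect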
AID2073: inhibitors of Mint1-CaV2.2 protein interaction, biochemical, HTRF (AID 2073). 0.19% of 290,000 active. HTRF protein-protein interaction, Mint1-CaV2.2; higher % means a stronger effect. inhibition, % at 20 µM, or IC50 in µM where a hit was titrated; in the data active = inhibition mostly above about 51%, no sharp cut-off; inconclusive = no clear call, values can overlap the other calls; inactive = mostly below about 53%; also: some results filed as inactive read as strong as hits
Dynein cargo inh cytoplasmic EGFP: further read-out of Dynein cargo inh, marked with its call; z-score; measured here: cytoplasmic GR-EGFP intensity; hits give high values
Dynein cargo inh nuclear GR-EGFP: recorded beside Dynein cargo inh, whose call it bears; z-score; measured here: nuclear GR-EGFP intensity;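 lower value marks the stronger effect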
Dynein cargo inh cell count: further read-out of Dynein cargo inh, marked with its call; z-score; measured here: cell count per field
* hit, by the source's call; ? = inconclusive; . = no result given. Rule as the data show it, unless noted: active = inhibition above about 50%; inactive = the rest. An excerpt. The share of hits here may be higher or lower than overall.

Preview, 3 compounds:
SMILES	P. falciparum M1AAP	Dynein cargo inh	Dynein cargo inh cytoplasmic EGFP	Dynein cargo inh nuclear GR-EGFP	Dynein cargo inh cell count	XIAP displacement	Siah-1 displacement	M17LAP inhibition	human PMI inhibitors	human PMI inhibition	LYP inhibition	AID2073
COc1ccc(-n2c(O)c(/C=C/C=Nc3ccccc3)c(=O)[nH]c2=O)cc1	5%	0.35	-0.19	0.62	-1.1	-15%	2%	12%	-21%	-22%	8%	20%
COc1ccc(C(=O)C2CN(C)CC2c2ccc(Cl)cc2)cc1 (stereo unspecified)	2%	-0.045	-0.22	0.002	0.36	-1.1%	8%	8%	2%	0%	-9%	5%
Cc1ccccc1CN1CCN(C(=O)Cc2ccccc2)CC1	8%	-0.78	-0.28	-0.84	0.94	-5.4%	3%	17%	-3%	4%	-6%	20%

The listing (from the top)
SMILES	P. falciparum M1AAP	Dynein cargo inh	Dynein cargo inh cytoplasmic EGFP	Dynein cargo inh nuclear GR-EGFP	Dynein cargo inh cell count	XIAP displacement	Siah-1 displacement	M17LAP inhibition	human PMI inhibitors	human PMI inhibition	LYP inhibition	AID2073
COc1ccc(-n2c(O)c(/C=C/C=Nc3ccccc3)c(=O)[nH]c2=O)cc1	5%	0.35	-0.19	0.62	-1.1	-15%	2%	12%	-21%	-22%	8%	20%
COc1ccc(C(=O)C2CN(C)CC2c2ccc(Cl)cc2)cc1 (stereo unspecified)	2%	-0.045	-0.22	0.002	0.36	-1.1%	8%	8%	2%	0%	-9%	5%
Cc1ccccc1CN1CCN(C(=O)Cc2ccccc2)CC1	8%	-0.78	-0.28	-0.84	0.94	-5.4%	3%	17%	-3%	4%	-6%	20%
COc1ccc(/C=C2\C(=O)NC(=O)N(CCC3=CCCCC3)C2=O)c(OC)c1	5%	1.2	-0.18	0.43	-0.63	-8.2%	3%	28%	5%	9%	-6%	6%
COc1ccc(/C=C2\C(=O)NC(=O)N(Cc3ccccc3)C2=O)c(OC)c1OC	6%	0.25	0.23	0.93	-1.3	-4.0%	1%	32%	-19%	-23%	5%	8%
S=C1Nc2ccccc2Sc2ccccc21	6%	-0.75	-0.26	-0.14	0.7	-7.0%	1%	5%	-15%	-17%	-5%	7%
CC(C)Sc1nnc(OC(=O)N(C)C)n1-c1ccccc1	8%	0.22	-0.28	0.058	0.45	.	16%	-1%	.	.	-10%	-4%
CN1C[C@@H]2C[C@@H](c3cccn3-c3ccccn3)N3CCC[C@@]23C1=O	1%	-0.21	-0.25	-0.3	0.62	-10%	8%	-6%	17%	6%	-8%	14%
CCCCn1c(O)c(/C(C)=N/NC(=O)Nc2ccccc2)c(=O)[nH]c1=O	-1%	1.3	-0.18	0.49	-2.1	.	6%	2%	.	.	-3%	0%
O=C(O)CC1OCC=C2CN3CCC45c6ccccc6NC4C1C2CC35 (stereo unspecified)	4%	-0.85	-0.19	-0.03	0.18	.	0%	12%	.	.	-1%	8%
CC1(C)CC2(CCO1)NCCN1C(=O)CSC12 (stereo unspecified)	-4%	-0.3	0.22	-0.047	0.66	1.8%	-1%	10%	-2%	-7%	-9%	-3%
COc1ccccc1CN1CCCCC1c1cccnc1 (stereo unspecified)	-8%	-1	-0.18	-0.62	0.49	-2.9%	1%	-6%	-4%	3%	2%	2%
Cc1nc2cc(C(F)(F)F)ccc2n1C1CCN(Cc2nnnn2Cc2cccs2)CC1	4%	1.8	-0.24	1.2	0.21	-2.9%	4%	-1%	-1%	9%	0%	47%
CC(=O)OC1N=C(c2ccccc2Cl)c2cc(Br)ccc2NC1=O (stereo unspecified)	9%	0.89	-0.26	1.6	-0.97	.	-3%	5%	.	.	-4%	-4%
CCOc1cccc(C2NCc3ccccc3-n3cccc32)c1O (stereo unspecified)	14%	-0.11	-0.2	0.14	0.32	-3.6%	-2%	15%	4%	0%	-13%	-18%
CCc1ccc(OCCCN=C(C)c2c(O)n(C)c(=O)n(C)c2=O)cc1	2%	0.54	0.3	0.76	1.1	-0.1%	0%	8%	16%	16%	3%	-5%
Cc1nn(Cc2ccc(Cl)cc2Cl)c(Cl)c1C(=O)O	1%	-0.27	-0.33	0.14	0.07	-3.5%	2%	0%	-9%	-9%	-1%	2%
CC(C)CCNC(=O)c1c(N)n(CC2CCCO2)c2nc3ccccc3nc12 (stereo unspecified)	13%	-0.97	-0.15	-0.17	-0.15	-6.0%	6%	-3%	24%	23%	-6%	3%
CCCCn1c(N)c(N(CCOC)C(=O)CN2CC=C(c3ccccc3)CC2)c(=O)[nH]c1=O	2%	2.7	-0.29	1.3	-1.6	-5.2%	-1%	-4%	-4%	0%	0%	-6%
CCOc1ccc(N2C(=O)/C(=C\c3cccs3)C(=O)NC2=S)cc1	14%	-4.4*	1.6*	-2.3*	-1.2*	-6.6%	13%	27%	-117%	-64%	14%	46%
O=C1NC(=O)C(=Cc2ccc(N3CCN(C(=O)c4ccccc4)CC3)c([N+](=O)[O-])c2)C(=O)N1	8%	-0.97	-0.2	-0.37	0.91	-4.4%	1%	9%	-16%	-7%	-1%	35%
Cc1ccc(/C=C2\C(=O)NC(=O)N(CCc3ccc(F)cc3)C2=O)o1	13%	0.43	-0.2	0.53	-0.68	-4.3%	2%	21%	-47%	-23%	-1%	24%
NS(=O)(=O)c1ccc(N2CCNCC2)cc1	2%	-0.64	-0.26	-0.52	0.02	3.2%	-2%	-1%	9%	10%	-9%	8%
Cc1sc2ncn(CC(=O)N3CCC4(CC3)OCCO4)c(=O)c2c1C	0%	-0.44	-0.14	0.15	0.6	-4.4%	0%	40%	8%	9%	-2%	-6%
Cc1ccc(Cn2cc(C=O)c(-c3ccc(C)cc3)n2)cc1	13%	3.6	-0.19	1.6	-1.7	-9.4%	2%	-3%	5%	2%	-3%	3%
CNC(=O)Oc1cccc(-c2cn3cc(Cl)ccc3n2)c1	4%	0.006	-0.22	0.027	-0.83	-0.6%	1%	14%	3%	2%	-10%	-2%
C=CCN1C(=O)NC(=O)/C(=C/c2ccc(OC)c(COc3ccc(NC(C)=O)cc3)c2)C1=O	7%	0.28	-0.27	0.19	-0.24	.	-4%	4%	.	.	-2%	10%
COc1cc2c(cc1OC)C(C(=O)N(C)C1CCCCC1)C1CCCCN1C2=O (stereo unspecified)	2%	-0.072	-0.3	-0.48	0.36	-4.7%	4%	-12%	-11%	2%	-4%	5%
CCC(=O)c1ccc(OC)c(OC)c1	1%	-0.99	-0.071	-0.47	0.33	-1.2%	5%	-2%	-2%	-4%	0%	?
O=C(c1cc(F)ccc1F)C1CCCN(Cc2cccc(Cl)c2)C1 (stereo unspecified)	1%	-0.52	-0.21	-0.18	0.51	-5.1%	14%	-6%	6%	16%	-6%	-7%
O=C(NCC(c1cccnc1)N1CCN(c2ccccc2F)CC1)Oc1ccccc1 (stereo unspecified)	-7%	-0.63	0.039	-0.015	0.4	-3.9%	1%	-5%	0%	6%	-14%	2%
O=C(O)COc1ccccc1/C=C1\C(=O)NC(=O)N(CCC2=CCCCC2)C1=O	9%	0.079	-0.27	-0.37	0.78	.	9%	27%	.	.	-6%	0%
COc1ccc(-c2nn(CCC#N)cc2C(=O)NCc2ccccc2)cc1	3%	0.32	-0.73	0.38	-0.58	.	4%	-4%	.	.	-8%	8%
O=C1NCCN2CCCC12 (stereo unspecified)	2%	-0.58	-0.065	0.25	1.1	-8.4%	-10%	8%	-11%	-10%	-14%	0%
Cc1cccc(N2C(=O)NC(=O)/C(=C\c3ccc4c(c3)CCCN4Cc3ccccc3)C2=O)c1	10%	-0.65	0.47	-0.32	-0.32	-16%	-4%	1%	-28%	-22%	0%	26%
O=C(COc1ccc(Br)cc1)N1CCN(C2CCCC2)CC1	1%	0.67	-0.13	0.41	-1.1	-4.4%	-1%	4%	-1%	-1%	-7%	2%
Cc1cccc(N2C(=O)NC(=O)/C(=C/c3ccc(N4CCOCC4)cc3)C2=O)c1	13%	0.7	-0.34	0.74	0.53	-5.8%	3%	19%	-14%	-12%	2%	23%
CN(C)CC1CSCCC1(O)c1ccc(C(F)(F)F)cc1 (stereo unspecified)	7%	0.046	-0.2	0.063	0.56	-7.7%	-1%	7%	-3%	-6%	-6%	4%
COc1cccc(CCNCc2ccc(SC)cc2)c1	1%	0.14	-0.27	-0.035	0.55	-0.5%	6%	12%	-5%	0%	-7%	-4%
Cc1cc(OCC(=O)OC(C)C)c2c3c(c(=O)oc2c1)CCCC3	6%	-0.19	-0.24	-0.035	0.065	-6.1%	-1%	-13%	14%	16%	2%	5%
CCN(CC)C(=O)c1ccc(NC(=O)COc2ccc([N+](=O)[O-])cc2Cl)cc1	4%	-0.29	-0.21	0.0056	0.053	-8.3%	5%	29%	4%	19%	-8%	-3%
O=C(c1ccccc1F)c1cn(CC(=O)N2CCCCC2)c2ccccc12	10%	2.1	-0.24	0.9	-0.25	-4.5%	-2%	16%	-3%	1%	-9%	-4%
O=c1[nH]c(=O)n(C2CCCCCC2)c(O)c1C=NCCCN1CCOCC1	-1%	3.6	-0.15	1.1	-1.3	-2.9%	0%	9%	4%	0%	-3%	-7%
CN1CCN(C(=O)COc2ccc(N(C)S(=O)(=O)c3ccc(F)cc3)cc2)CC1	2%	1	-0.17	0.81	-1.9	-5.8%	11%	-3%	-3%	-8%	-6%	-1%
O=C(c1ccc(N2CCCCCC2)c([N+](=O)[O-])c1)N1CCC2(CC1)OCCO2	17%	-0.47	-0.25	0.064	0.3	-5.2%	0%	16%	15%	12%	-5%	-9%
O=C1NC(=O)C(=Cc2ccc(-c3ccccc3[N+](=O)[O-])o2)C(=O)N1	19%	0.4	-0.21	0.7	0.16	.	-1%	1%	.	.	-3%	45%
COC(=O)C1CN(C#N)N(c2ccc(Cl)cc2)C12c1ccccc1-c1ccccc12 (stereo unspecified)	9%	-3.9	1.5	-1.6	-4.8	-6.7%	-5%	-10%	4%	3%	0%	0%
CCC(=NCc1cccnc1)c1c(O)n(-c2ccc(C)cc2)c(=O)[nH]c1=O	1%	1	-0.25	0.45	0.18	.	11%	7%	.	.	-6%	-11%
COc1ccc(C)cc1NC1=NC(C)(C)CS1	5%	-0.089	-0.21	0.78	-1.2	-5.9%	9%	-4%	-6%	-7%	-4%	6%
CCOP(=O)(C#CC(C)(C)C)C(O)(c1ccccc1)C(F)(F)F (stereo unspecified)	11%	-0.48	-0.22	-0.31	0.79	-3.7%	2%	13%	-8%	-2%	0%	-1%

Screens as filed in PubChem.
